# PrPC surface inh: reduces human prion protein on the cell surface. inhibition, % at 13.8 µM. cell surface PrPC, TR-FRET read-out. P04156. 370,000 tested, 0.43% active. AID 720596; in the data active = inhibition above about 24%; note: 0% = median of the test wells and 100% = reference compound wells
# FadD28 binding: M. tuberculosis FadD28 bisubstrate binding inhibition | FadD28 bisubstrate probe binding, fluorescence polarization | inhibition, % at 12.5 µM | 360,000 tested, 0.22% active; in the data active = inhibition above about 8.5%, passing the limit was not always enough; inconclusive = no clear call, values can overlap the other calls
# CCHF vOTU inh: CCHFV vOTU protease inhibition. Pep-AMC fluorescence. inhibition, % at 11.5 µM. 370,000 tested, 0.55% active. AID 651958; in the data active = inhibition above about 30%; note: 0% = vehicle wells with enzyme and 100% = no enzyme wells
# TcdB GH inh: blocks C. difficile toxin B glycohydrolase activity. TcdB glycohydrolase enzymatic assay, plate reader. inhibition, % at 9.99 µM. 350,000 tested, 0.24% active. P18177. AID 652162; in the data active = inhibition above about 10%
# BoNT-F LC inh: BoNT F light chain protease inhibition; 360,000 tested, 0.22% active; inhibition, % at 10 µM; AID 588497; Multiplex microsphere protease cleavage assay, flow cytometry; in the data active = inhibition above about 35%, passing the limit was not always enough; inconclusive = no clear call, values can overlap the other calls; note: plate controls were buffer without enzyme for full effect and enzyme alone for no effect
# PfHsp40 yeast: compounds rescuing yeast from Plasmodium falciparum HSP40 toxicity; S. cerevisiae expressing PfHsp40, growth rescue, ATP luminescence; growth rescue, % at 12.5 µM; 340,000 tested, 0.68% active; AID 504582; in the data active = growth rescue above about 28%, passing the limit was not always enough; inconclusive = no clear call, values can overlap the other calls;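 note: yeast W303a lacking pdr1 and pdr3 grown in galactose medium; growth measured after three days at 30 °C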
# BoNT A protease: BoNT A light chain protease inhibition; inhibition, % at 10 µM; multiplex microsphere protease substrate cleavage, flow cytometry; 360,000 tested, 0.17% active; AID 588499; note: plate controls were buffer without enzyme for full effect and enzyme alone for no effect
# Anthrax LF prot: anthrax lethal factor protease inhibition | P15917 | multiplex microsphere protease cleavage assay, LF | inhibition, % at 10 µM | 360,000 tested, 0.12% active; note: plate controls were buffer without enzyme for full effect and enzyme alone for no effect
# Target sequence (P15917 whole entry, looked up): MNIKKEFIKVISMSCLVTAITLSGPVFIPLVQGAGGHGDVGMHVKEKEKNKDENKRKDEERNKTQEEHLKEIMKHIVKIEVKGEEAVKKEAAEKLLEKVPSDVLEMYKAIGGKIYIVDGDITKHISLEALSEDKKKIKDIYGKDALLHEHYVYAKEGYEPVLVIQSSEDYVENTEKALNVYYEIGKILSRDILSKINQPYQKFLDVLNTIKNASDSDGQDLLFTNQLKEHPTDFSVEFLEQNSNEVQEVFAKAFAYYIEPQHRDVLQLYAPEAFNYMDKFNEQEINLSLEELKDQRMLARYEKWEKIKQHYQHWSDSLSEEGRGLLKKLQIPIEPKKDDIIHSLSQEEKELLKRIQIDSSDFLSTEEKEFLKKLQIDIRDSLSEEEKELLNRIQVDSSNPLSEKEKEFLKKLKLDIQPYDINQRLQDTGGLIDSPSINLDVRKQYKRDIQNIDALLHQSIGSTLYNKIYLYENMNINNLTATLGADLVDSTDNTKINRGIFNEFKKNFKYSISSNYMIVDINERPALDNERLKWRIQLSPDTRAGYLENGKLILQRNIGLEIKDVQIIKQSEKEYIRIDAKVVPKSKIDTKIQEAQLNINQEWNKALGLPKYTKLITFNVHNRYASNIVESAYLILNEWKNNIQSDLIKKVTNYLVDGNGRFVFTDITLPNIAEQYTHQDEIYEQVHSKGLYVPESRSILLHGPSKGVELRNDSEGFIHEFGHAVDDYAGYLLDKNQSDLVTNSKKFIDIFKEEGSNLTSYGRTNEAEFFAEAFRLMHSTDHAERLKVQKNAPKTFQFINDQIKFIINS
# Y pestis TopoI: inhibitors of Yersinia pestis topoisomerase I. Y. pestis Topo-I cleavage product accumulation, plate reader. activity, % at 10 µM. 360,000 tested, 0.064% active; in the data active = activity above about 50%, passing the limit was not always enough; inconclusive = no clear call, values can overlap the other calls; note: inactives centre near 2
# The depositor's hits bear a star; u = inconclusive; x = no result given. Cut-off read from the data, not from the text of the source, unless noted: active = inhibition above about 30%; inconclusive = no clear call, values can overlap the other calls; inactive = below that.
SMILES,PrPC surface inh,FadD28 binding,CCHF vOTU inh,TcdB GH inh,BoNT-F LC inh,PfHsp40 yeast,BoNT A protease,Anthrax LF prot,Y pestis TopoI
Cc1cccc(C(=O)N/N=C2\CS(=O)(=O)N(C)c3ccsc32)c1,3.1,-0.9,-3.7,0.6,2.1,-2.0,-1.2,2.8,-5.5
Cn1c(Nc2cccc(Cl)c2)nc2ccccc21,15.3,0.7,-8.0,3.7,0.8,1.1,-1.2,2.1,-1.6
CCOc1ncccc1C(=O)OCC(=O)NCCCc1ccccc1,1.9,-1.9,2.2,2.8,u,0.1,2.3,-0.7,6.7
O=C(O)CCC(=O)N1N=C(c2ccccc2)CC1c1ccc(Br)cc1 (stereo not given),1.5,-2.3,-9.6,0.8,17.2,-2.5,0.6,4.7,4.7
Cc1csc(CN(C)C(=O)C2CCC(=O)N(CCN(C)C)C2)n1 (stereo not given),1.3,-0.5,10.3,0.2,-6.6,-0.5,0.0,1.9,-4.7
Cc1ccc2cccc(OCC(=O)N3CC(C)CC(C)C3)c2n1 (stereo not given),3.4,-1.6,-1.0,2.3,2.9,-1.9,0.1,1.0,14.7
O=[N+]([O-])c1ccc(NC(=S)N2CCN(c3ccccn3)CC2)cc1,2.5,-3.7,7.1,1.0,10.0,1.5,-1.3,1.1,-0.7
CN(C)CCSc1nc(N)c2c3c(sc2n1)COC(C)(C)C3,x,-1.1,x,1.9,13.2,0.8,0.9,-0.5,-7.3
COc1ccccc1-c1cccc([C@@H]2C[C@H]3[C@H](CON3C)CN2C(=O)C(C)(C)C)c1,-0.6,-1.5,16.1,1.3,-6.2,-0.1,-0.7,-2.8,6.1
O=C(c1cc([N+](=O)[O-])ccc1Cl)N1CCN(c2ccccc2)CC1,-3.9,0.2,8.0,x,-6.3,-0.1,-0.5,-1.0,7.7
COc1ccccc1C(=O)NC(=S)Nc1cc(C(=O)O)ccc1C,4.9,-0.3,15.6,0.4,0.6,-1.2,0.1,-3.9,-2.1
CN(C)S(=O)(=O)c1ccc(Cl)c(C(=O)OCC(=O)NC(=O)NC2CCCC2)c1,-3.9,-1.1,-2.0,0.9,-10.8,0.8,-0.6,-5.0,6.2
Cc1c(NC(=O)C2(C)CCCCC2)c(=O)n(-c2ccccc2)n1C,-0.8,-0.5,-9.4,x,8.0,0.1,0.0,0.5,-2.0
CC(C)[C@H]1COCCS(=O)(=O)N1Cc1ccccc1-c1cccc2c1oc1ccccc12,16.7,-2.9,13.9,-9.1,3.7,0.4,0.0,-2.2,30.8
COc1cccc2cc(-c3csc(NC(=O)CCC(=O)NCCCN4CCC(C)CC4)n3)c(=O)oc12,-30.4,-4.0,-8.5,-0.7,-11.0,0.0,-0.7,0.8,-1.3
Cc1ccc(NS(=O)(=O)c2ccc(C(=O)NCC(c3ccco3)N3CCCCC3)cc2)cc1 (stereo not given),-0.7,-3.3,20.2,1.1,-0.2,0.1,-1.3,-2.8,16.7
COC(=O)[C@@H]1[C@H]2C[C@H]3c4[nH]c5ccccc5c4CCN3C[C@@H]2CC[C@@H]1O,3.9,-1.5,0.6,0.3,0.5,1.0,-0.2,-14.6,9.6
Cc1cc(=O)oc2cc(NC(=O)C(C)Oc3ccccc3)ccc12 (stereo not given),3.0,-4.1,-0.1,1.6,u,10.5,-2.7,-3.1,10.4
CCOc1ccc(-c2nnc(-c3ccncc3)o2)cc1,8.8,-1.4,7.7,x,10.3,0.7,-2.0,-2.2,-4.8
CCOC(=O)c1c(N)ssc1=S,2.4,1.5,7.9,0.6,-10.8,-2.0,-0.3,-6.9,1.0
O=C(NCc1ccccc1Cl)c1csc([C@H]2C[C@H](O)[C@@H](CO)O2)n1,-5.9,0.5,-12.0,1.0,-2.4,x,0.5,4.4,2.3
Cn1c(-c2ccc(F)c(F)c2)cc2onc(-c3ccccc3)c2c1=O,-1.2,-0.6,-4.3,10.1*,0.7,-1.3,-0.7,-0.3,-1.2
CCC(C)Sc1ccc([C@@H]2[C@@H]3C(=O)N(C)C(=O)[C@@H]3[C@]3(C(=O)OC)CCCCN23)cc1OC (stereo not given in full),1.9,-1.3,3.7,0.2,-8.6,0.2,-0.1,2.0,13.7
CCOc1ccc(CCN2C(=S)N([C@@H](CC(C)C)CN3CCCC3CN3C(=S)NC[C@@H]3CC(C)C)C[C@@H]2Cc2ccc(O)cc2)cc1 (stereo not given in full),2.8,-5.2,20.0,0.6,-9.6,0.5,-0.6,-11.9,28.9
COC1CCN(Cc2cn(Cc3ccccc3)nc2-c2cc3ccccc3o2)CC1,-5.0,-3.8,-14.4,-0.8,3.1,1.7,-0.4,5.6,5.0
C=CCn1c(SCc2c(C)noc2C)nnc1C1COc2ccccc2O1 (stereo not given),2.0,-0.7,-6.5,x,5.2,0.9,-0.2,0.4,27.8
CCOc1ccc(Cn2c(=O)sc3ccccc32)cc1,8.2,-8.6,18.1,-0.2,-9.5,-1.2,-1.7,-9.8,30.7
O=C(O)C1Cc2ccccc2CN1C(=O)c1ccco1 (stereo not given),4.1,0.1,10.3,0.7,u,0.9,-7.5,-20.0,-0.9
Cc1ccc(NC(=O)CNc2ccc(Cl)c(Cl)c2)cc1S(=O)(=O)N(C)C,6.2,0.7,10.6,-0.2,-1.2,-0.2,-0.7,-0.2,-5.5
CC(=O)Nc1cccc(C(=O)NNC(=O)c2ccc(NS(=O)(=O)c3cccs3)cc2)c1,-8.0,-3.7,-5.3,-2.0,0.6,x,0.0,-8.4,6.3
CCCCN(C)C(=O)C(Cc1ccccc1)NS(=O)(=O)c1ccc2c(c1)c(=O)n(C)c(=O)n2C (stereo not given),8.5,-4.2,-7.5,0.0,-6.9,1.6,-1.1,-4.9,-2.8
CSc1sc(C(=O)NC(=O)NCc2cccnc2)c(C)c1-c1ccon1,0.0,-3.1,-5.6,2.0,-1.0,-0.4,-0.7,-10.6,8.2
O=C(CN(Cc1cccs1)C(=O)CNC(=O)c1ccco1)NC1CCCCC1,9.1,-0.8,4.7,x,-28.8,-0.8,0.5,0.4,-0.7
C=C(C)Cn1c(N2CCCC2)nc2c1c(=O)[nH]c(=O)n2C,7.8,-2.5,-3.8,2.1,-6.1,0.6,-0.3,-6.2,-2.1
Cc1ccccc1-n1ncc2c([N+](=O)[O-])cc([N+](=O)[O-])cc21,-20.6,-5.4,-7.6,x,-0.3,0.0,0.4,-1.6,-10.5
O=C(O)CNC(=O)C1COc2ccccc2O1 (stereo not given),0.2,-3.0,2.4,x,-3.6,-1.0,0.3,-0.9,-2.9
CCOC(=O)c1c(C)n(Cc2ccco2)c2c1cc(O)c1ccccc12,2.3,-1.5,-2.2,x,-3.9,-0.7,-0.6,-10.7,-7.2
CCOC(=O)c1[nH]c(CSc2nnc(-c3ccncc3)n2CCOC)c(C(=O)OCC)c1C,-3.5,-0.4,7.8,x,-24.0,0.2,-0.4,-5.4,14.3
Cc1ccc(C(=O)N/C(=C/c2cccnc2)C(=O)N2CCCCCC2)cc1,-0.5,-2.6,12.7,1.0,-11.6,0.0,-3.2,-0.5,1.3
c1ccc(Cc2nn3c(-c4ccncc4)nnc3s2)cc1,-3.9,-2.7,4.9,x,2.3,0.2,0.2,0.1,3.3
Cc1c(NC(=O)Nc2ccc(F)cc2)c(=O)n(-c2ccccc2)n1C,2.6,1.2,-18.8,0.7,9.6,-0.6,-1.3,-15.5,4.4
CCN(CC)c1nc2c(c(=O)n(C)c(=O)n2C)n1CCCc1ccccc1,-2.1,-0.5,13.6,1.8,-13.1,0.9,-5.5,14.7,31.4
CCCCC(=O)N(C)c1c(C)nc2ccc(C(=O)N(C)CCN(C)C)cn12,4.2,-3.6,-4.2,-0.6,-3.5,x,-0.8,-4.7,1.8
O=C(c1ccc(Cl)c(S(=O)(=O)N2CCCCC2)c1)N1CCN(c2ccccc2)CC1,-1.7,-3.6,-7.1,0.3,-2.3,1.3,0.6,-1.3,16.6
CC(C)(C)SCCNC(=O)c1ccccc1,-2.8,-0.8,4.8,x,3.2,-1.4,0.2,2.3,-4.9
Cc1nc(SCCCSc2n[nH]c(C)n2)n[nH]1,0.7,-0.5,-4.5,x,0.1,2.1,-0.3,-2.1,-3.9
Cc1ccccc1CNC(=O)CCNS(=O)(=O)c1ccc(OC(F)(F)F)cc1,-4.5,-3.7,12.1,-3.8,x,1.5,x,x,-9.6
Cc1ccc(NS(=O)(=O)c2c(C)noc2C)cc1,6.0,-2.5,0.1,0.7,10.1,-0.6,4.1,2.2,7.6

# An excerpt of these results, with bars between the fields.
SMILES | PrPC surface inh | FadD28 binding | CCHF vOTU inh | TcdB GH inh | BoNT-F LC inh | PfHsp40 yeast | BoNT A protease | Anthrax LF prot | Y pestis TopoI
Cc1ccc(C(=O)N/C(=C/c2cccnc2)C(=O)N2CCCCCC2)cc1 | -0.5 | -2.6 | 12.7 | 1.0 | -11.6 | 0.0 | -3.2 | -0.5 | 1.3
c1ccc(Cc2nn3c(-c4ccncc4)nnc3s2)cc1 | -3.9 | -2.7 | 4.9 | x | 2.3 | 0.2 | 0.2 | 0.1 | 3.3
Cc1c(NC(=O)Nc2ccc(F)cc2)c(=O)n(-c2ccccc2)n1C | 2.6 | 1.2 | -18.8 | 0.7 | 9.6 | -0.6 | -1.3 | -15.5 | 4.4
CCN(CC)c1nc2c(c(=O)n(C)c(=O)n2C)n1CCCc1ccccc1 | -2.1 | -0.5 | 13.6 | 1.8 | -13.1 | 0.9 | -5.5 | 14.7 | 31.4
CCCCC(=O)N(C)c1c(C)nc2ccc(C(=O)N(C)CCN(C)C)cn12 | 4.2 | -3.6 | -4.2 | -0.6 | -3.5 | x | -0.8 | -4.7 | 1.8
O=C(c1ccc(Cl)c(S(=O)(=O)N2CCCCC2)c1)N1CCN(c2ccccc2)CC1 | -1.7 | -3.6 | -7.1 | 0.3 | -2.3 | 1.3 | 0.6 | -1.3 | 16.6
CC(C)(C)SCCNC(=O)c1ccccc1 | -2.8 | -0.8 | 4.8 | x | 3.2 | -1.4 | 0.2 | 2.3 | -4.9
Cc1nc(SCCCSc2n[nH]c(C)n2)n[nH]1 | 0.7 | -0.5 | -4.5 | x | 0.1 | 2.1 | -0.3 | -2.1 | -3.9

# Going on with the list:
SMILES,PrPC surface inh,FadD28 binding,CCHF vOTU inh,TcdB GH inh,BoNT-F LC inh,PfHsp40 yeast,BoNT A protease,Anthrax LF prot,Y pestis TopoI
O=C1CSC(c2ccccn2)N1c1ccc(F)cc1F (stereo not given),1.8,-4.8,-4.8,1.1,1.0,-0.4,0.4,1.3,4.7
Cc1csc(NC(=O)c2ccc(C)c([N+](=O)[O-])c2)n1,-18.4,-4.3,-2.1,x,-1.7,-0.9,-0.5,-1.4,4.8
Cn1ncc(Cl)c1C(=O)NC(=S)Nc1sc2c(c1C#N)CCCCC2,-3.4,-0.5,5.8,x,-5.6,2.0,0.1,-1.6,-2.5
CCOC(=O)/C(C#N)=C\c1cc(C)n(-c2ccccc2)c1C,-7.4,-1.9,-12.1,x,6.0,1.5,0.5,-12.5,3.5
O=C(Cc1cccc(NC(=O)C2CCCN(C(=O)C3CCCC3)C2)c1)Nc1ccc(C(=O)N2CCOCC2)cc1 (stereo not given),1.0,-1.1,0.9,0.7,1.6,-0.6,0.1,-11.6,15.9
CC(C)C[C@H]1CN(CCCC[C@H]2CNC(=O)C(=O)N2CCC2CCCCC2)C(=O)C(=O)N1CCc1ccccc1,-3.2,x,8.5,0.7,-9.6,x,-0.6,4.7,x
CCCCOc1ccc(C(C)=O)cc1Cc1c(O)[nH]c(=S)[nH]c1=O,-1.7,-4.5,19.7,0.9,-3.1,0.2,-1.7,-1.1,2.5
CC1(C(=O)Nc2ccc3nc[nH]c3c2)CCN1C(=O)C1(c2ccccc2)CCCC1 (stereo not given),8.3,-2.6,1.8,1.9,-6.3,x,-0.1,0.4,16.2

# Assay outcomes from PubChem BioAssay.
